High-throughput results (PubChem)
p-CIP stab down: p/CIP protein destabilization; F442A p/CIP-EGFP cells, EGFP fluorescence, 16 h; decrease of EGFP signal, % at 10 µM; hit rate 0.01% among 290,000;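 active = EGFP signal decrease of at least 30% at 10 µM or well 3 SD below plate mean, unless failing retest; inactive = the rest, including hits failing retest or dose response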; also: some compounds called inactive have numbers as strong as hits; many of its hits are not listed in these tables
CRFBP-R2 agonist: CRF-BP/CRF-R2 complex agonism | HEK293 CRF-R2/CRF-BP, calcium dye fluorescence (FLIPR); percent of saturating CRF peptide response | activation, % at 13.2 µM | hit rate 0.46% among 350,000;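 active = activation of at least 50%, plus an integration ratio under a set limit after plate pattern correction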;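 also: plate controls were neutral control wells without compound for no effect and CRF at EC100 for full effect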
IDE inh: inhibitors of human insulin-degrading enzyme in cells | P14735 | HEK cells, FAbetaB cleavage, fluorescence polarization | inhibition, % at 5.59 µM | hit rate 0.41% among 320,000 | AID 434962;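 active = percent inhibition above the average of all tested compounds plus 3 SD, set per screening campaign, cut at about 16% in these data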;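 also: IDE supplied by intact live HEK cells; FP after avidin binding of uncleaved biotin substrate so inhibition keeps polarization high; 0% = DMSO wells and 100% = 60 µM reference IDE inhibitor Ii1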
M4 PAM: CHRM4 positive allosteric modulation. CHO-K1 hM4/Gqi5, Fluo-8 calcium fluorescence, ACh EC20; 0% = ACh EC20, 100% = maximal ACh. hit rate 0.4% among 360,000. P08173. activation, % at 3 µM;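 active = activation above its plate's cutoff, the mean activation of sample wells plus 3 SD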; also: some results filed as inactive read as strong as hits
Target sequence (P08173 whole entry, looked up): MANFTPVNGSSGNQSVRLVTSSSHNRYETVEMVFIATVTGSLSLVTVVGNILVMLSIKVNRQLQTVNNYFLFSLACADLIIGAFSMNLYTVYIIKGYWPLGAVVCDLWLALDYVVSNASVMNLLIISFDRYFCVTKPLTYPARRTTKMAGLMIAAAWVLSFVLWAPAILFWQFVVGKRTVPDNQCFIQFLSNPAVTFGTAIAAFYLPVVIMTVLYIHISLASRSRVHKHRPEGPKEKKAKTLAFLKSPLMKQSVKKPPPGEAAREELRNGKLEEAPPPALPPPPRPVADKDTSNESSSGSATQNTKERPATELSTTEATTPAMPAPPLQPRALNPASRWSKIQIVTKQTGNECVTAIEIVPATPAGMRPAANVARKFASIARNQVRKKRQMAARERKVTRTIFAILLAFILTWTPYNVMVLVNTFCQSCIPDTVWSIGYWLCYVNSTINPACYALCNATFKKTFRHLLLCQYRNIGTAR
MEKK3 PB1 HTS: raises or lowers MEK5 binding to the human MEKK3 PB1 domain | bead-based flow cytometry, Alexa488-MEK5 binding to MEKK3; actives lie on both sides; 0 = blocked by unlabeled MEK5, 100 = vehicle | hit rate 1.4% among 290,000 | binding response (% of control), % at 10 µM | Q99759;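 active = binding response more than 3 SD above or below the average of its plate-row segment, actives on both sides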;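 also: Alexa488 bead fluorescence after subtracting the streptavidin-only scavenger bead signal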
CRFR2-BP antag: antagonists of CRF-binding protein/CRF-R2 receptor complex; HEK293 CRF-R2/CRF-BP, CRF-induced calcium fluorescence; inhibition, % at 11.8 µM; hit rate 0.59% among 350,000; AID 588475;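 active = inhibition of the ligand-induced calcium signal above about 50% at the single tested concentration, limit read from the data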
IDE act: boosts human insulin-degrading enzyme activity in HEK cells; hit rate 0.073% among 340,000; AID 493087; activation, % at 5.96 µM; FAbeta-B cleavage, fluorescence polarization; 0% vehicle, 100% cell-free pure enzyme wells; P14735;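 active = activation above the mean of all tested compounds plus 3 SD, set per screening campaign, cut at about 17% in these data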
GalR3 antagonist: blocks the human galanin receptor 3; O60755; HEK293 GalR3-CNG cAMP membrane potential fluorescence; galR3 body fused to GalR1 C-terminus; inhibition, % at 3 µM; hit rate 0.44% among 360,000;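 active = inhibition above the screen-wide average plus 3 SD, cut at about 13% in these data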;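 also: forskolin and galanin both at EC90 stimulate the cells; cAMP rise reported by CNG channel membrane potential dye signal; 0% = forskolin plus galanin with DMSO and 100% = forskolin alone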
Target sequence (O60755 1-299 limits assumed): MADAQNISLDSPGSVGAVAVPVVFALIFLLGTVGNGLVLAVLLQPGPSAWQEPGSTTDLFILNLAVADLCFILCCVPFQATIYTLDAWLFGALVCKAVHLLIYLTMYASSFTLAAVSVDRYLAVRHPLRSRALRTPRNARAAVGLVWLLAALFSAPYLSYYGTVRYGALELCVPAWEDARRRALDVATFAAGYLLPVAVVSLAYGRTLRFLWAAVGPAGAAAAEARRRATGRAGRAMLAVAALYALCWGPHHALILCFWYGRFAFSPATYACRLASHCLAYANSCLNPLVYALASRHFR
PHOSPHO1 inh: blocks human PHOSPHO1 phosphatase activity | Q8TCT1 | recombinant PHOSPHO1, absorbance phosphatase assay | inhibition, % at 13.3 µM | hit rate 1.1% among 290,000 | AID 1565; in the data active = inhibition above about 60%
Target sequence (Q8TCT1 whole entry, looked up): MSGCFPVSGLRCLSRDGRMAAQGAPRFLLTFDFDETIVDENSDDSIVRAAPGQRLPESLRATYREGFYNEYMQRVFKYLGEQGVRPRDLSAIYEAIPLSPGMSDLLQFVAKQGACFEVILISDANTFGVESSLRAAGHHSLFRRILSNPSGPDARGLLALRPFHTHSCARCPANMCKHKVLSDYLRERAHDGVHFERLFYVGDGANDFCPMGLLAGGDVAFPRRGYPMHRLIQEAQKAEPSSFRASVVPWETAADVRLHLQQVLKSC
* hit, by the source's call; x = no result given. Hits appear at their usual frequency; overall some 4.2% were active at least once.

p-CIP stab down	CRFBP-R2 agonist	IDE inh	M4 PAM	MEKK3 PB1 HTS	structure	CRFR2-BP antag	IDE act	GalR3 antagonist	PHOSPHO1 inh
x	3.2	x	-5	x	O=[N+]([O-])c1ccc(COc2ccc(CN3CCOCC3)cc2)cc1	-3	-7	-5	x
x	0.0	0	12	x	CCCCn1c(N)c(N(CCC(C)C)C(=O)CC2OC(=O)c3ccccc32)c(=O)[nH]c1=O (stereo unspecified)	-7	-3	-3	x
10	-3.2	3	0	104	CSc1ccccc1C(=O)Nc1cccc([N+](=O)[O-])c1	3	4	0	57
-6	-1.5	-3	9	101	CCOC(=O)C(Sc1ncn[nH]1)c1ccccc1 (stereo unspecified)	9	4	-7	-6
-3	-1.3	x	-4	96	O=C(O)Cn1c(=O)c2c3c(sc2n(Cc2ccc(Cl)cc2Cl)c1=O)CCCC3	2	4	-11	x
-22	0.7	1	-2	100	Fc1ccc(CNC(=S)Nc2ccc(Cl)cc2Cl)cc1	26	5	1	19
-1	-1.2	0	-2	103	CNC(=O)C1CC(=O)N(Cc2ccc3c(c2)OCO3)C(=Nc2ccc(F)cc2)S1 (stereo unspecified)	17	1	-2	-3
-7	-2.4	1	-1	101	CC(C)NC(=O)c1cc(-c2ccc3c(c2)OCO3)on1	21	-4	-9	37
x	1.7	-2	2	x	C=CC[C@]12CCc3ccccc3C1N(c1ccc(C(=O)OCC)cc1)C2=O (stereo partly specified)	2	2	-2	x
-15	0.6	7	-1	89	O=C(Nc1ccc([N+](=O)[O-])cc1)C1C(c2ccccc2)=C1c1ccccc1	5	-1	-7	6
-14	5.1	14	22	97	CCOc1cc(/C=C2\SC(=O)N(c3ccc(O)cc3)C2=O)ccc1O	6	-22	12	37
-4	-1.2	-1	5	97	Cc1ccc[n+](Cc2ccc([N+](=O)[O-])cc2)c1	9	3	-7	22
-6	3.2	1	-5	103	Cc1ccc(-c2nn(-c3ccccc3)cc2/C=N/NS(=O)(=O)c2ccccc2)cc1	-18	1	-10	38
-10	-1.3	-4	0	100	O=C(N/N=C/c1ccc(Cl)cc1)C(=O)N1CCCCCC1	-4	0	-3	1
7	-1.3	7	4	102	Nc1cc(=O)nc(SCC(=O)Nc2ccccc2)n1-c1ccccc1	25	-5	-7	-17
-2	1.1	5	-2	108	CC/C(=N\NC(=O)CSCc1ccc(Cl)cc1)c1ccc2c(c1)OCCO2	7	5	-1	2
-14	0.1	3	-3	101	COc1ccc(Nc2ncnc3sc(-c4ccccc4)cc23)cc1OC	-2	-3	3	5
3	1.0	-3	23	98	CC1=C(C(=O)Nc2ccccc2)C(c2ccncc2)C(C#N)=C(SCC(=O)Nc2ccccc2)N1 (stereo unspecified)	15	-5	-2	71*
0	-0.4	2	2	108	COc1ccc(S(=O)(=O)NN(C)c2nc(C(F)(F)F)nc3ccccc23)cc1	-18	4	-5	20
9	1.1	-2	-5	101	CC1=C(C(=O)Nc2cccc(C(=O)NC3CCCC(C)C3C)c2)SCCO1 (stereo unspecified)	19	0	-9	37
-4	-1.0	1	14	101	Cc1cc(C)c(C#N)c(SCC(=O)OC2CCCCC2)n1	1	5	-5	-32
-3	0.9	0	4	121	N#C/C(=C/c1ccc(-c2ccc(C(=O)O)c(Cl)c2)o1)C(=O)NCC1CCCO1 (stereo unspecified)	-6	1	-1	7
-20	-1.1	-3	-1	110	COc1ccc(CC(=O)N2CCN(c3ccccn3)CC2)cc1	-8	6	-4	2
-6	1.3	-3	11	99	CC(=O)c1cc(C#N)c(NCc2ccccc2)nc1C	0	4	-3	25
5	0.3	6	10	104	Cn1c(-c2ccc(Br)o2)nc2cc(Br)ccc21	3	1	2	22
4	1.2	3	0	88	Cc1ccc2nc(CSc3nnc4ccccn34)cc(=O)n2c1	-1	-2	-4	-7
-8	1.0	5	0	93	Cc1ccc(C(=O)Nc2nnc(-c3ccc(C(C)(C)C)cc3)s2)cc1	-6	2	0	-9
1	-0.9	-2	-5	95	CCN1CCC2(CC1)Oc1c(OC)cccc1C1CC(c3cccnc3)=NN12 (stereo unspecified)	-1	x	-6	-3
-1	1.4	0	-3	102	CCOc1cc(N2CCOCC2)c(OCC)cc1NC(=O)C1CCCC1	9	-1	-6	42
-13	-0.5	3	2	99	CC(C)(C)c1ccc(C(=O)N/C(=C\c2cccc([N+](=O)[O-])c2)C(=O)Nc2cccc(C(=O)O)c2)cc1	22	3	-5	x
x	1.5	3	6	x	Cc1cccc(NC(=O)c2ccc(OCc3c(C)noc3C)cc2)n1	-1	-3	-3	x
x	-0.5	x	-4	x	C[C@@H]1CC[C@H](Cc2ccc(-n3cccc3)cc2)N1C(=O)OC(C)(C)C	4	x	4	x
17	-0.8	-2	-1	105	COC(=O)c1ccc(C(=O)N(Cc2ccccc2)c2ccccc2)cc1	18	4	0	29
2	-0.1	7	6	98	COc1ccc(C(C(=O)NC(C)(C)C)N(CCC(C)C)C(=O)CCC(=O)Nc2cc(C)on2)cc1 (stereo unspecified)	-16	2	-10	14
-10	-2.5	1	5	100	O=C(/C=C/c1ccc(-c2ccccc2[N+](=O)[O-])o1)c1ccc(Br)cc1	-8	2	-7	7
0	-0.1	2	2	86	O=C(CCc1nnc(Cc2ccc3c(c2)OCO3)o1)N(CC1CCC1)CC1CCCO1 (stereo unspecified)	16	9	-3	32
-11	0.5	7	-3	86	Cn1c(SCC(=O)NCc2cccs2)nnc1-c1cccs1	2	4	-6	-6
x	-0.1	13	6	x	O=C1CC[C@@H](O)CCN1CC[C@H](Sc1ccc(Br)cc1)c1ccccc1	-4	-18	-2	x
5	0.9	4	15	79	CCN1CCN(C(=O)C23CCC(C)(C(=O)C2Br)C3(C)C)CC1 (stereo unspecified)	-17	-2	2	9
2	2.6	8	2	101	COc1ccc(NC(=O)C2CCCO2)cc1 (stereo unspecified)	-4	-3	-4	-20
x	3.3	x	-2	x	O=C(O)c1ccccc1C(=O)OCC1CCC(=NO)CC1 (stereo unspecified)	24	x	0	x
x	0.9	x	5	x	CN(C(=O)c1cccc(NC(=O)Cc2ccc(NC(=O)C3CCCN(C(=O)C4CC4)C3)cc2)c1)C1CC1 (stereo unspecified)	-5	5	-1	x
x	1.1	-2	5	x	C=CCn1c(SCC(=O)N(CC)C2CCS(=O)(=O)C2)nc2cc(C(=O)O)ccc2c1=O (stereo unspecified)	3	2	-5	x
-8	-2.8	2	3	93	CC(=O)c1cc(CN2CCC(N3CCC(C(=O)N4CCCC4)CC3)CC2)cs1	7	3	4	12
-8	1.7	-1	5	102	Cc1cc2c(cc1S(=O)(=O)N1CCN(c3cccc(C)c3C)CC1)OCCN2C	29	10	x	-25
-2	-1.3	2	-8	105	C/C(=N\NC(=O)c1ccccc1)c1ccc2c(c1)OCO2	3	-1	-5	10
x	-2.9	1	11	x	CCC(CO)Oc1cc(NCc2ccc(OC)cc2)c2ncn(C(C)C)c2c1 (stereo unspecified)	-2	-4	-3	x
-6	1.7	1	-5	96	COc1ccccc1C/C(N)=N/OC(=O)COc1cccc2ccccc12	10	6	-7	-2
-11	-1.7	0	15	x	Cc1ccc(-c2nc(NC(=O)c3nn(C)cc3[N+](=O)[O-])sc2C)cc1C	-7	6	-3	3
-19	-3.9	0	-8	102	O=C(c1cc(C(=O)N2CCN(c3ccc(F)cc3)CC2)cc([N+](=O)[O-])c1)N1CCN(c2ccc(F)cc2)CC1	8	3	-12	-8
-15	-0.2	0	-11	97	COc1cccc(CNC(=O)N2CCN(S(=O)(=O)c3ccc(Cl)cc3)CC2)c1	-23	2	-8	39
8	1.3	-11	-3	92	COc1ccc(C)cc1N(CC(=O)N1CCc2ccccc2C1)S(C)(=O)=O	18	6	-13	29
-8	3.8	5	1	104	O=C(CCn1[nH]c(=O)c2ccccc2c1=O)N1CCOCC1	9	6	2	-4
-5	0.1	-1	-8	103	COc1ccc(Cl)cc1NC(=O)CN(C)C(C)C(=O)NCC1CCCCC1 (stereo unspecified)	4	0	-4	9
x	-0.3	3	-4	x	CCN1C(=NCc2ccc(OC)cc2)N[C@@H](c2ccccc2)[C@H](C(=O)OC)[C@H]1C	-2	-1	-5	x
-9	1.9	4	1	101	O=C(CN1C(=O)NC2(CCCC2)C1=O)Nc1cccc(Cl)c1	-12	0	-7	15
-15	-2.5	5	4	101	COc1ccc(CNC(=O)CN(C(=O)c2snc(C(N)=O)c2N)c2ccc(OC)c(OC)c2)cc1	-8	-2	-8	19
-18	-1.5	1	-4	105	O=C1CC(c2nc3ccccc3[nH]2)CN1Cc1ccccc1 (stereo unspecified)	-3	2	1	-22
-12	0.8	-1	13	94	CCOC(=O)C1CCCN(c2c(NCCCN3CCCC(C)C3)c(=O)c2=O)C1 (stereo unspecified)	1	4	3	-7
15	0.3	-3	-12	97	Cc1ccc(S(=O)(=O)NCC(c2ccccc2)N2CCCCC2)cc1 (stereo unspecified)	6	5	3	-8

Some of the entries above in another layout.
molecule	p-CIP stab down	CRFBP-R2 agonist	IDE inh	M4 PAM	MEKK3 PB1 HTS	CRFR2-BP antag	IDE act	GalR3 antagonist	PHOSPHO1 inh
COC(=O)c1ccc(C(=O)N(Cc2ccccc2)c2ccccc2)cc1	17	-0.8	-2	-1	105	18	4	0	29
COc1ccc(C(C(=O)NC(C)(C)C)N(CCC(C)C)C(=O)CCC(=O)Nc2cc(C)on2)cc1 (stereo unspecified)	2	-0.1	7	6	98	-16	2	-10	14
O=C(/C=C/c1ccc(-c2ccccc2[N+](=O)[O-])o1)c1ccc(Br)cc1	-10	-2.5	1	5	100	-8	2	-7	7
O=C(CCc1nnc(Cc2ccc3c(c2)OCO3)o1)N(CC1CCC1)CC1CCCO1 (stereo unspecified)	0	-0.1	2	2	86	16	9	-3	32
Cn1c(SCC(=O)NCc2cccs2)nnc1-c1cccs1	-11	0.5	7	-3	86	2	4	-6	-6
O=C1CC[C@@H](O)CCN1CC[C@H](Sc1ccc(Br)cc1)c1ccccc1	x	-0.1	13	6	x	-4	-18	-2	x

(next part)
p-CIP stab down	CRFBP-R2 agonist	IDE inh	M4 PAM	MEKK3 PB1 HTS	structure	CRFR2-BP antag	IDE act	GalR3 antagonist	PHOSPHO1 inh
x	0.4	8	6	x	O=C(Cc1ccc(F)cc1)NC1CCS(=O)(=O)C1 (stereo unspecified)	30	-1	-2	x
x	0.0	x	-1	x	COc1ccc(CC(=O)Nc2nnc(CC(C)C)s2)cc1S(=O)(=O)N1CCOCC1	-13	0	-2	x
-4	-1.7	-3	4	106	COc1ccc2nc(N)sc2c1	-15	-1	-4	-8
-2	-0.8	-5	6	113	O=C1CC(N2CCN(c3ccc(S(=O)(=O)N4CCOCC4)cc3)CC2)C(=O)N1Cc1ccccc1 (stereo unspecified)	-6	6	2	-8
4	-0.1	0	-4	101	COc1ccccc1CCC(=O)OCc1csc(CC(=O)Nc2ccccc2C)n1	9	3	0	x
1	2.8	5	-1	100	CCCCNC(=O)c1onc(CSc2ccc(F)cc2)c1C(=O)NCCCC	-1	-2	-3	13
4	0.3	8	-8	97	COCCC(=O)N1CCCC(C(=O)c2ccc(Oc3ccccc3)cc2)C1 (stereo unspecified)	6	-6	-3	-7
-6	-0.9	-1	-4	97	Cc1cc(C(=O)Nc2ccccc2C(=O)N2CCCCC2)ccc1[N+](=O)[O-]	9	0	-5	12
5	0.5	6	-7	95	O=C(Cn1nc(C(F)(F)F)c2c1CCC2)N1CCN(c2ccccc2)CC1	9	8	1	-4
2	0.9	9	-5	104	COc1ccc(C(c2nnnn2CCc2ccccc2)N2CCN(C3CCCC3)CC2)cc1 (stereo unspecified)	4	4	-6	12
-10	2.3	x	-4	101	COc1cc(/C=N/Nc2nc(C)nc3c2cnn3-c2ccccc2)ccc1O	-3	-2	-7	34
